Pol beta inh – qHTS Assay for Inhibitors of DNA Polymerase Beta | P06746 | Pol beta primer extension/strand displacement, fluorescence kinetic | Potency, µM (series often up to 114 µM), for the others: at the highest dose activity change, negative = inhibition, most hits filed as inhibitors | 340,000 compounds, 1.3% hits; note: potency is the fitted concentration of half-maximal effect; % is set by controls: 0 for no effect and ±100 for the full control effect
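Enzyme-only controls used 10 nM Pol beta; buffer lacking enzyme served as negative control. Compound preincubated 15 min, then 50 nM substrate added; 0 and 10 min reads at room temperature.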
POLI inh – qHTS for Inhibitors of Polymerase Iota. Potency, µM (doses to about 115 µM), inactives show at the highest dose activity, negative = inhibition, most hits filed as inhibitors. 390,000 compounds, 1% hits. DNA polymerase iota (Homo sapiens), Q9UNA4. Pol iota fluorescent replication assay, 10 min; note: potency is the fitted concentration of half-maximal effect
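Pol iota at 10 nM preincubated 15 min with compounds at room temperature; reaction started with fluorescent substrate, 50 nM final. Fluorescence read kinetically at 0 and 10 min; buffer-only wells as negative control.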
PGK inhibitor – qHTS Assay to Find Inhibitors of Phosphoglycerate Kinase; Phosphoglycerate kinase, glycosomal (Trypanosoma brucei brucei), P07378; PGK/GAPDH coupled, Kinase-Glo luminescence, 60 min; Potency, µM (titrated, usually from 57.5 µM), inactives show top-dose activity change, negative = inhibition, actives largely listed as inhibitors; 380,000 compounds, 0.043% hits; note: potency is the fitted concentration of half-maximal effect; % is set by controls: 0 for no effect and ±100 for the full control effect; nearly all actives have a fitted effect of over 60% in size
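Recombinant glycosomal PGK reaction used 1,3-bisphosphoglycerate generated in-well by GAPDH (100nM final) in 100mM TEA pH 7.6, 5mM MgCl2, 0.01% Tween-20. After 60 minutes at room temperature, ATP was read by Kinase-Glo Plus luminescence end-point.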
Pol eta inh – qHTS for Inhibitors of Polymerase Eta; AID 588591, 2011; recombinant Pol eta, fluorescent DNA replication assay; Potency, µM (titrated, usually from 114 µM), for inactives: at the highest dose activity change, negative = inhibition, hits mostly inhibitors; 390,000 compounds, 1.2% hits; DNA polymerase eta (Homo sapiens), Q9Y253; note: potency is the fitted concentration of half-maximal effect; % is set by controls: 0 for no effect and ±100 for the full control effect
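Pol eta (10 nM) was preincubated with compounds for 15 min at room temperature, after which fluorescent replication substrate (50 nM final) was added to start the reaction. Fluorescence was read kinetically at 0 and 10 min.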
Anesthetic bind – qHTS Assay for Identification of Novel General Anesthetics. apoferritin/1-aminoanthracene competitive binding, fluorescence. AID 485281, 2010. Potency, µM (series often up to 77.5 µM), for the others: at the top dose activity change, negative = displacement, usual class: inhibitors. 350,000 compounds, 0.074% hits; note: potency is the fitted concentration of half-maximal effect; % is set by controls: 0 for no effect and ±100 for the full control effect; nearly all actives have a fitted effect of over 20% in size
Target sequence (P02791 2-175 limits assumed): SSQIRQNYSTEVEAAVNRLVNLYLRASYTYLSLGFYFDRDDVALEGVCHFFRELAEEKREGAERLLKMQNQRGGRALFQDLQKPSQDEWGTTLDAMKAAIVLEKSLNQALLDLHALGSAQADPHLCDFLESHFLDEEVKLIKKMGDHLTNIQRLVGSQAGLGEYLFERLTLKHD
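Horse-spleen apoferritin (10 uM) was mixed with 50% saturated 1-aminoanthracene in PBS, exposed to compounds for 10 min at room temperature, and read for fluorescence (ex 380 nm, em 535 nm). Competitive displacement was fitted with a four-parameter Hill equation.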
BLM helicase inh – qHTS Assay for Inhibitors of Bloom's syndrome helicase (BLM); 350,000 compounds, 0.2% hits; Potency, µM (highest dose often 56.1 µM), inactives show at the highest dose activity change, negative = inhibition, hits mostly inhibitors; recombinant BLM DNA unwinding, fluorescence dequenching; AID 2528, 2010; RecQ-like DNA helicase BLM (Homo sapiens), P54132;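 note: potency is the fitted concentration of half-maximal effect; plate controls were vehicle for no effect and no enzyme for full effect; nearly all actives have a fitted effect of over 35% in size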
APEX1 inh – qHTS Assay for Inhibitors of the Human Apurinic/apyrimidinic Endonuclease 1 (APE1) | 350,000 compounds, 0.35% hits | recombinant APE1, TAMRA/BHQ-2 abasic DNA cleavage fluorescence | Potency, µM (doses to about 65.8 µM), for inactives: at the highest dose activity change, negative = inhibition, hits mostly inhibitors;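 note: potency is the fitted concentration of half-maximal effect; plate controls were vehicle for no effect and reference inhibitor for full effect; nearly all actives have a fitted effect of over 55% in size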
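APE1 at 0.75 nM final was preincubated with compound 15 min at room temperature, then 50 nM double-stranded THF abasic-site substrate (5'-TAMRA/3'-BHQ-2) was added. Fluorescence (ex 525/em 598 nm) was read kinetically; third-minus-first read gave activity.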
RXFP1 antagonist – qHTS Assay for Antagonists of the Relaxin Receptor RXFP1. 350,000 compounds, 0.59% hits. HEK293-RXFP1, relaxin-stimulated cAMP HTRF, 30 min; hits give low values. Relaxin receptor 1 (Homo sapiens), Q9HBX9. activity change, negative = inhibition, % at 57.5 µM. AID 1259400, 2018;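 active = activity change of -60% or lower, but not beyond a set lower limit; inconclusive = change between -60% and -40%, or beyond the set limit; inactive = change above -40%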; note: % is set by controls: 0 for no effect and ±100 for the full control effect
POLK inh – qHTS for Inhibitors of Polymerase Kappa; AID 588579, 2011; DNA polymerase kappa (Homo sapiens), Q9UBT6; purified Pol kappa, fluorescent DNA synthesis assay, 10 min; Potency, µM (titrated, usually from 107 µM), without a hit: at the top dose activity, negative = inhibition, usual class: inhibitors; 400,000 compounds, 0.53% hits; note: potency is the fitted concentration of half-maximal effect; % is set by controls: 0 for no effect and ±100 for the full control effect
Target sequence (Q9UBT6 whole entry, looked up): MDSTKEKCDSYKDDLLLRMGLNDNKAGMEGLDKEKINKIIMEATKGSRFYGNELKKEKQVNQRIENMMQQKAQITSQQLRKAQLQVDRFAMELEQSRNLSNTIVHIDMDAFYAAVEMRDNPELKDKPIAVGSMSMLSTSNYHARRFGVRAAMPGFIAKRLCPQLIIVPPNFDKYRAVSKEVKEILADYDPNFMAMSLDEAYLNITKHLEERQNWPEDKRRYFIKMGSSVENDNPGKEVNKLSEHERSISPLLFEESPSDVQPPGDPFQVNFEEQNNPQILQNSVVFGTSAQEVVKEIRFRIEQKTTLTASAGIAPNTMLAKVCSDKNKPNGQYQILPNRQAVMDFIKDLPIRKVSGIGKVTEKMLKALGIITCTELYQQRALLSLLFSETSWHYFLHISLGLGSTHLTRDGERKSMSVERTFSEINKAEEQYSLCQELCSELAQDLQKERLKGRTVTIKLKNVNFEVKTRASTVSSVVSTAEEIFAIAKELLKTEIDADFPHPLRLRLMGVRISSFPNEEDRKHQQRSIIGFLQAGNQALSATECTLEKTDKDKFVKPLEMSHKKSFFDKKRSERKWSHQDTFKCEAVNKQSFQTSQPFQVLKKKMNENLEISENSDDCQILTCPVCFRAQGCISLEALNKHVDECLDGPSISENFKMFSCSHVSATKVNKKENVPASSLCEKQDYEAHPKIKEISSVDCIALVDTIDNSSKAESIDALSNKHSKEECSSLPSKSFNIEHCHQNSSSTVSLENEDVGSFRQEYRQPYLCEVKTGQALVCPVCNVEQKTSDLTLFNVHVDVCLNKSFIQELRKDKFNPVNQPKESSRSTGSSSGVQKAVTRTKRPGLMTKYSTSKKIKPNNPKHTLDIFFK
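Activity was followed as the change in fluorescence between reads at 0 and 10 min after starting the reaction with 50 nM substrate. Beforehand, 10 nM polymerase had been preincubated with compound for 15 min at room temperature.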
Starred values were filed as active, the others as inactive; i = inactive; ? = inconclusive; nt = not tested or not shown; & = joins results of further samples; [ ] = remark or other dose. Unless noted, calls come from the whole dose curve; as a rule, active = well fitted curve in the direction sought with a large enough effect; inconclusive = small, poorly fitted or top-dose-only effect, or another doubt; inactive = no such curve, though single readings can be large; an effect the other way counts as inactive or inconclusive. An excerpt, so the mix of outcomes need not match the whole.

Each structure is followed by: Pol beta inh | POLI inh | PGK inhibitor | Pol eta inh | Anesthetic bind | BLM helicase inh | APEX1 inh | RXFP1 antagonist | POLK inh
COc1cc2nc(C3CCC3)n(NC(=O)C(OC(C)=O)c3ccccc3)c(=O)c2cc1OC (stereo not drawn)
    6.0% | -4.0% | -0.8% | -4.8% | -15.5% | -1.1% | -3.3% | -8.4 | 0.0%
COc1ccc(-n2c(=S)[nH]c3sc4c(c3c2=O)CCN(C)C4)cc1
    -26.8% | nt | nt | nt | -11.1% | 3.1% | 3.1% | nt | nt
CCN(CC)C(=O)COc1ccc(-c2nnc(Nc3ccc(OC)c(C(=O)NC)c3)c3ccccc23)cc1
    ? | ? | -7.5%&-4.3% | -13.4%&-36.5% | -1.4%&-13.1% | 2.8%&-7.1% | -1.2% | -7.1 | 1.2%&1.8%
Cc1ccc(C(=O)CSc2ccc(-c3ccccc3)nn2)cc1
    2.3% | 1.2% | 1.4% | -12.6% | -18.6% | -2.7% | -2.0% | -2.4 | -19.3%
Oc1ccc(/C=N/N2CCCCC2)cc1O
    ? | ? | -13.6% | -1.7% | 3.6% | -11.1% | -10.8% | -3.1 | -33.4%
O=C(CNS(=O)(=O)c1ccccc1)OCC(=O)c1ccc([N+](=O)[O-])cc1
    19.0% | 13.6% | -4.0% | -8.3% | -7.9% | 1.0% | 0.6% | 7.0 | -12.6%
O=C(CSc1ncn[nH]1)NCCc1ccccc1
    ? | 22.5% | -5.6% | 0.6% | -19.3% | -0.3% | -5.4% | -9.1 | 2.1%
COc1ccc(NC(=O)C2CCN(c3ncnc4c3nc3n4CCCCC3)CC2)cc1Cl
    14.9% | 0.0% | -0.4% | -8.5% | 1.0% | -5.0% | -11.7% | 0.0 | 1.6%
CN/C(=C/[N+](=O)[O-])NCCSCc1ccc(CN(C)C)o1
    28.8% | 19.6% | i | -10.6% | -6.1% | -6.2% | 15.6% | nt | -0.8%
COc1ccc(NC(=O)[C@H](Cc2c[nH]c3ccccc23)NC(=O)[C@@H]2Cc3ccccc3CN2)cc1
    0.7% | 38.7%[activator] | -4.1% | -9.1% | -16.8% | -5.7% | 22.0% | nt | -14.6%
COCCCN(C(=O)CSCC(=O)Nc1ccc(C)cc1)c1c(N)n(Cc2ccccc2)c(=O)[nH]c1=O
    nt | -13.1% | -9.7% | 1.4% | nt | nt | nt | 10.0 | -13.7%
O=C1C(c2ccccc2)C2C=CC(C2)N1O (stereo not drawn)
    nt | -4.9% | i | -6.2% | nt | nt | nt | 8.4 | -11.3%
CCn1nc(C(=O)Nc2cccc3ccccc23)c(Cl)c1Cl
    15.2% | ? | i | -16.7% | -3.0% | -17.5% | -10.7% | -13.8 | -1.9%
Cc1c(Cl)cccc1-n1cnc(=O)c2ccccc21
    nt | -15.6%[58.9 µM] | -0.1% | -14.6% | nt | nt | nt | -5.5 | -14.9%
O=C(CN1C(=O)NC2(CCCC2)C1=O)Nc1cc(S(=O)(=O)N2CCOCC2)ccc1OCC(F)(F)F
    1.1% | 5.4% | -4.7% | -7.5% | -6.7% | -1.0% | 12.0% | 7.1 | -12.9%
CCC(C)c1ccc(NC(=O)COC(=O)C2=COCCO2)cc1 (stereo not drawn)
    15.7% | 16.7% | -12.8% | -11.0% | ? | -1.6% | 9.2% | -4.5 | -4.9%
O=C(OCc1cc(=O)n2nc(-c3cccs3)sc2n1)c1ccccc1
    35.5µM* | 79.4µM* | -16.5% | 79.4µM* | -12.0% | -10.4% | nt | nt | -23.4%
Cc1ccc(N2CC(NC(=O)C(=O)c3c[nH]c4ccccc34)CC2=O)cc1C (stereo not drawn)
    nt | 10.7% | -8.3% | -3.7% | nt | nt | 1.7% | -4.6 | 3.2%
CC(=O)Nc1ccc(NC(=O)C2CCN(c3cnccn3)CC2)cc1
    -0.9% | 35.6%[activator] | -7.8% | -22.3% | -0.2% | 2.6% | nt | nt | -3.9%
COc1ccc(N2CCN(C(=O)COC(=O)c3ccccc3OCc3ccc(F)cc3)CC2)cc1
    nt | 27.9% | -2.2% | -20.5% | nt | nt | 44.7% | -9.8 | -4.8%
COc1ccc(Cl)cc1N1C(=N)SCC1=O
    14.9% | 93.7%[activator] | 3.1% | -17.3% | -4.6% | -3.6% | -3.6% | -6.6 | 2.8%
CC(C)(C)NC(=O)CSc1nnc(SCC(=O)NC(C)(C)C)s1
    37.5%[activator] | 21.2% | 8.8% | -19.6% | -4.0% | -7.7% | 12.9% | -6.2 | 4.9%
Cc1ccc(-c2nnc(OCc3cccnc3)c3ccccc23)cc1
    -8.4% | 128.7%[activator] | 5.9% | -21.4% | -17.2% | -3.1% | -6.7% | -6.4 | 5.3%
COc1ccc(CNC(=O)Nc2ccc(C)c(C)c2)cc1
    2.4% | -17.6% | nt | -7.9% | -11.0% | 0.6% | -6.1% | 2.3 | -4.9%
O=C(CCS(=O)(=O)c1ccc(Br)s1)Nc1ccccc1Br
    ? | 2.4% | -23.3% | -8.2% | -13.1% | -0.6% | -3.5% | -34.3 | -23.6%
COc1ccc(CN(C)CCCn2cnc3c(OCc4ccccc4)ncnc32)cc1
    nt | -4.3% | -4.3% | -20.8% | nt | nt | nt | nt | 11.0%
Oc1cccc(Nc2nc(N3CCOCC3)nc(N3CCOCC3)n2)c1
    23.7% | 125.0%[activator] | -4.3% | -26.4% | -16.7% | -5.8% | -4.7% | 1.1 | -6.5%
Nc1nc2n(n1)C(c1cccs1)CC(c1ccc(Br)cc1)N2 (stereo not drawn)
    8.5% | 14.3% | -2.9% | -0.3% | -9.2% | -3.5% | 0.0% | 20.9 | -2.9%
NC(=O)c1cc(Sc2ccccc2)nc2ccccc12
    nt | 17.9% | -0.8% | 1.3% | nt | nt | nt | -2.9 | -12.2%
O=C(CSc1nc2nc(-c3cccs3)cc(C(F)(F)F)c2c(=O)[nH]1)Nc1ccc(F)c(F)c1
    28.2µM* | ? | -15.5% | 31.6µM* | ? | ? | ? | -37.2 | ?
CCc1nc(N2CCN(C(=O)c3ccco3)CC2)c(C#N)c2c1COC(C)(C)C2
    21.7% | -9.8% | -1.5% | -7.6% | -8.7% | -2.3% | -10.3% | -8.2 | -6.7%
O=C(Nc1ccccc1-c1ccccc1)C(c1ccccc1)c1ccccc1
    1.9% | 23.0% | 7.9% | -10.8% | -5.5% | -5.7% | -3.5% | nt | -4.9%
COc1cc(/C=N/NC(=O)c2ccc(CN(C)S(=O)(=O)c3ccc(C)cc3)cc2)ccc1O
    ? | 32.9%[activator] | 6.9% | ? | -2.3% | -1.6% | 0.2% | -5.5 | 4.7%
c1ccc(-c2cc(CSc3nc4ccccc4[nH]3)on2)cc1
    -2.2% | -13.8% | -7.0% | ? | -11.7% | -8.9% | -6.5% | -8.4 | -12.8%
Cc1ccc(S(=O)(=O)N(CCCO)Cc2cc3c(C)ccc(C)c3[nH]c2=O)cc1
    -2.0% | 34.8%[activator] | -10.7% | -15.1% | -18.9% | -3.0% | 0.4% | 1.6 | 7.0%
Cc1ccc(NC(=O)CSc2nc3ccccc3c(=O)n2CCCC(=O)NCC2CCCO2)cc1 (stereo not drawn)
    22.8% | 19.8% | -5.0% | -14.8% | -3.5% | -1.4% | -3.1% | 28.4 | 5.1%
COc1cccc(-c2nn(C)c3sc(C(=O)N4CCOCC4)cc23)c1
    11.2% | -2.7% | -9.4% | -12.8% | -7.6% | -0.7% | -7.1% | nt | 2.0%
CCn1cc(C(=O)N2CC=C(c3ccccc3)CC2)c(=O)c2ccc(C)nc21
    5.0% | -17.5%[58.9 µM] | 0.6% | -9.2% | ? | -5.0% | 8.9% | 38.0 | -11.4%
COc1ccc(NC(=O)C2=CC=CN3CCS(=O)(=O)N=C23)c(OC)c1
    nt | -7.4% | 3.9% | -11.3% | nt | nt | 15.7% | 4.4 | -11.6%
CC1(c2ccccc2)NC(=O)N(NC(=O)COC(=O)c2cc(Br)ccc2O)C1=O (stereo not drawn)
    nt | 23.7% | i | -17.3% | nt | nt | 29.7% | -6.0 | -13.5%
COc1ccccc1/C(C)=N/NC(=O)c1nnn(-c2nonc2N)c1C(C)C
    -24.7% | 1.5% | -0.6% | -5.4% | 1.1% | -3.9% | -4.3% | -22.5 | -6.6%
Cc1ccccc1N1CCN(CCCCN2C(=O)C3CCCN3C2=O)CC1 (stereo not drawn)
    -1.2% | 11.1% | 5.5% | -2.6% | -3.5% | -3.9% | 5.9% | -1.2 | -1.8%
O=C1CCCC(=O)C1Sc1ccc(Cl)cc1
    3.9% | 15.7% | -1.2% | -11.3% | -5.4% | 2.8% | 2.0% | -8.3 | 0.8%
CN1CCCN(C(=O)c2c(F)cccc2Cl)CC1
    17.8% | -3.6% | i | -7.9% | -1.9% | -1.3% | 0.9% | 10.0 | -6.8%
O=[N+]([O-])c1ccccc1CSc1nc2ccccc2o1
    17.2% | -9.8% | -3.8% | -6.9% | -14.7% | -4.2% | 1.3% | nt | 10.5%
CN(CC(=O)Nc1ccc(Cl)c(C(F)(F)F)c1)C(=O)c1ccc2c(c1)OCCO2
    nt | 23.1% | -8.7% | -25.9% | nt | nt | -11.2% | -8.5 | -3.2%
O=C(COc1nncc2ccccc12)Nc1c(F)c(F)c(F)c(F)c1F
    37.9%[activator] | 85.5%[activator] | i | -20.8% | -1.1% | -7.1% | 6.5% | 0.4 | 0.9%

Screening results from PubChem BioAssay.
